# Exocytosis inh = lytic granule exocytosis inhibition. AID 651702. 0.66% of 360,000 active. TALL-104 LAMP-1 surface exposure, flow cytometry; cells stimulated with thapsigargin and PMA. inhibition, % at 10 µM;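 active means inhibition above about 55%, limit read from the data; inconclusive means no clear call, values can overlap the other calls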
# NR2E3 ag-1 = activates human NR2E3 receptor. AID 602229. CHO-S Gal4-NCOR/VP16-NR2E3 two-hybrid, luciferase. 0.35% of 360,000 active. Q9Y5X4. inhibition of corepressor binding, % at 3.98 µM;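 active means inhibition above the mean of all tested compounds plus 3 SD, cut at about 70% in these data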;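 further: 0% = DMSO with NR2E3 transfected cells and 100% = cells lacking NR2E3 construct; higher means lower luciferase signal from less NR2E3 corepressor binding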
# Target sequence (Q9Y5X4 whole entry, looked up, the tested form may be a part): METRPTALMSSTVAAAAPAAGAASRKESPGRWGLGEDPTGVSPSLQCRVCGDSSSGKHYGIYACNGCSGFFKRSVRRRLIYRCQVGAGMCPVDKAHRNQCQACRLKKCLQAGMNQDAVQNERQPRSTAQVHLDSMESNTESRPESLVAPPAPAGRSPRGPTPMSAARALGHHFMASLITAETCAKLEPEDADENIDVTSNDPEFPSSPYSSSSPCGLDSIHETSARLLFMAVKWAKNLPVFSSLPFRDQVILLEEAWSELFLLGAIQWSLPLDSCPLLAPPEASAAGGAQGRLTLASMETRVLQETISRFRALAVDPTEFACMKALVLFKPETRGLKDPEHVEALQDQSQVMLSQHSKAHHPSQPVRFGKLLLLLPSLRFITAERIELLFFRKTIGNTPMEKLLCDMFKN
# aDG glyco up = increases alpha dystroglycan glycosylation; 0.22% of 360,000 active; activation, % at 10 µM; AID 624168; Pro5-aDG cells, alpha-DG glycosylation AlphaScreen (IIH6); 0% Pro5, 100% B10-LARGE cell signal;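 active means activation of at least 8% versus controls, or a plate z-score of at least 8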;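 further: Pro5 are CHO cells carrying HIG-tagged alpha-DG that lacks glycosylation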
# CaV13 FRET inh = Primary screen for inhibitors of IQ motif and Ca2+-dependent inactivation inhibitor domain binding in CACNA1D, Förster resonance energy transfer in living cells, …. 0.098% of 340,000 active. inhibition, % at 12.3 µM. HEK cells, CFP/YFP FRET ICDI-IQ, plate reader, 10 min; percent FRET-ratio fall versus neutral wells;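 active means mean replicate inhibition of at least 30% and at least 1% of replicates passing that level; inconclusive means only one of the two criteria is met; inactive means neither criterion is met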;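 further: 0% = median of the neutral control wells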
# Peg3 promoter = reduces Peg3 promoter-driven luciferase expression in HeLa | HeLa PEG-Prom luciferase reporter, luminescence, overnight | inhibition, % at 20 µM | 1.7% of 360,000 active;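 active means inhibition of at least 50% at 20 µM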
# TRPM1 prom inh = inhibitors of MITF-driven TRPM1 promoter in melanoma cells; inhibition, % at 12.5 µM; SK-MEL-5 TRPM1 promoter luciferase, 24 h; 0.83% of 330,000 active; AID 488899;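 active means mean inhibition across replicates of 60% or more, whatever share of single replicates reaches that level; inconclusive means some that reach 60%, reason not given; inactive means mean inhibition across replicates below 60%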; further: values of inactives mirror those of a sister screen read the other way
# PDI turbidity = PDI (human) enzyme inhibition | inhibition, % at 10 µM | 0.052% of 350,000 active | P07237 | PDI insulin aggregation turbidity, A650, 90 min | AID 588391;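 active means mean inhibition across replicates of 30% or more, whatever share of single replicates reach that level; inconclusive means mean inhibition below 30% while every single replicate reaches 30%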;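 further: absorbance from insulin aggregation driven by PDI reduction with DTT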
# Target sequence (P07237 whole entry, looked up): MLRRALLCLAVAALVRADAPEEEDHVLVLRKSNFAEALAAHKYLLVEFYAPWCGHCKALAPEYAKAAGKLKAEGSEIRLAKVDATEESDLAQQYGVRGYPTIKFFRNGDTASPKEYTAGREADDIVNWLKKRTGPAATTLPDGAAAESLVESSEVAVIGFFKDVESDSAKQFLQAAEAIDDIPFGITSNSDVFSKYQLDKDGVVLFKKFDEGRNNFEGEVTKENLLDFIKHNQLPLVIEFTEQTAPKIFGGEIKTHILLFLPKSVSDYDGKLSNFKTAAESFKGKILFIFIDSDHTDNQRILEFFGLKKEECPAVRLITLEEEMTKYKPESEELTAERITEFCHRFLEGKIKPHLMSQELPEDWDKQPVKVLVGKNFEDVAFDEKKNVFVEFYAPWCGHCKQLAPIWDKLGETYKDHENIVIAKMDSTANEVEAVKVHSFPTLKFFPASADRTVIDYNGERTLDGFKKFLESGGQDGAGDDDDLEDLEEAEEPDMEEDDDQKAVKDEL
# iPSC survival up = hiPSC single-cell survival enhancement. 0.044% of 360,000 active. ATPlite luminescence; 100% = ROCK inhibitor wells, 0% = DMSO. survival enhancement, % at 20 µM. AID 602274; in the data active means survival enhancement above about 18%;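 further: cells exposed to compounds for 16 hours before the ATP read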
# Vif inh = inhibitors of HIV Vif | HEK293T cells, Vif self-association by quenched fluorescence, imaging, 24 h | inhibition, % at 7.49 µM | 0.35% of 340,000 active; in the data active means inhibition above about 50%, passing the limit was not always enough; inconclusive means no clear call, values can overlap the other calls; inactive means below about 31%; further: some results filed as inactive read as strong as hits
# NR2E3 ag-2 = agonists of human nuclear receptor NR2E3. inhibition of corepressor binding, % at 4.78 µM. AID 2300. 0.12% of 320,000 active. Q9Y5X4. GST-NR2E3/biotin-RetCOR TR-FRET, 1536-well;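 active means percent inhibition above the cutoff of mean plus 3 SD of all tested compounds, set per screening campaign, cut at about 20% in these data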;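 further: 0% = DMSO wells and 100% = biotin wells as full block of FRET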
#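 System: GST-NR2E3 and biotin-RetCOR proteins; probe or stimulus: 7 nM biotin-RetCOR; doses: compound at 4.8 µM, single dose; schedule: Compound–protein incubation for 5 h at 4 °C; detection: time-resolved FRET; read-out: percent inhibition; controls: biotin wells as high control, 0.6% DMSO wells as low control; format: 1536-well plates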
# HIF-2a block = blocks HIF-2a reporter activity; 786-0 RCC cells HIF-2a reporter, luciferase luminescence, overnight; inhibition, % at 18.8 µM; 0.72% of 360,000 active; AID 624352;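 active means inhibition of the luminescence signal of 40% or more relative to plate controls, in a single-dose primary screen at 18.75 µM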
# * = called active by the depositor; ? = inconclusive; . = not tested or not shown.
SMILES,Exocytosis inh,NR2E3 ag-1,aDG glyco up,CaV13 FRET inh,Peg3 promoter,TRPM1 prom inh,PDI turbidity,iPSC survival up,Vif inh,NR2E3 ag-2,HIF-2a block
Brc1ccccc1OCCCn1cnc2ccccc21,-1,-146,2.0,-5,-287,-89,9,-0.4,-4,-3,-310
O=C(c1ccccc1)c1coc2ccc(O)c(Cl)c12,1,-72,-0.2,-8,-187,-71,12,3.6,-2,-3,11
CCOc1cccc(OCCn2cnc3ccccc3c2=O)c1,-7,-32,0.0,-5,-168,-51,0,-0.1,-2,-1,-110
C=CCSC1=N/C(=C/c2ccsc2)C(=O)N1c1ccccc1,0,6,0.0,-5,2,2,-1,-0.5,-2,-2,15
CC12CCC(C(=O)N3CCN(c4ncccn4)CC3)(c3nc4ccccc4nc31)C2(C)C (stereo unspecified),1,-12,-0.1,.,15,5,-1,1.9,-9,-4,28
CC(C)N1CC(=O)N2CSCC2C1=O (stereo unspecified),-6,-4,-0.3,-14,.,.,.,-2.9,.,.,3
CC(=O)c1ccc(N2Cc3ccccc3C2)cc1,3,-95,-0.1,-3,-178,-47,-3,-0.3,11,-4,-152
COc1ccc(NC(=O)CO/N=C2\CCCc3nonc32)cc1,-2,3,-0.1,-5,-9,4,3,0.2,6,4,-16
CSc1ccc(CN2CCN(Cc3ccc([N+](=O)[O-])cc3)CC2)cc1,3,17,0.3,-4,18,4,9,-0.6,-7,0,7
COc1cc2c(cc1OC)CN(Cc1ccc(C)cc1)CC2,0,-15,0.0,6,5,3,-9,-0.1,-10,-2,15
c1ccc(CNc2ncnc3scc(-c4cccs4)c23)nc1,48,20,1.0,-4,30,28,3,-0.2,1,2,30
O=C(COc1ccc(S(=O)(=O)N2CCOCC2)cc1Cl)N1CCOCC1,4,15,-0.1,-8,-4,-3,-7,-0.6,-6,2,2
COc1cc(CCNC(=O)c2cnn3ccccc23)cc(OC)c1OC,-2,10,0.6,-8,23,11,23,-0.3,2,3,7
O=S1(=O)CCN2C(=N1)SC1=C2CCN(Cc2ccccc2)C1,-3,-10,-0.3,-1,8,-7,3,-1.0,6,0,7
Cc1ccc(C(NC(=O)N2CCCCC2)=C(Cl)Cl)cc1F,0,17,-0.5,3,53*,26,-2,-1.7,0,2,0
CCCC/C(C)=N/NC(=O)Nc1ccccc1,-1,-109,-0.1,.,-26,-12,-10,0.3,5,-3,-8
C=CCc1cccc2cc(NC(C)=O)c(=O)oc12,-2,-11,-0.2,-5,-16,-7,3,2.0,0,-1,-12
COc1cc(NC(=O)CCCN2C(=O)NC(C)(C)C2=O)cc(OC)c1,1,-8,-0.4,-2,2,11,1,-0.3,0,-1,5
COc1ccc(NC(=O)CSCC(=O)N(C)Cc2ccc3c(c2)OCCO3)cc1,8,9,0.2,-3,-12,4,-1,2.4,10,4,17
Cc1cc(OCC(=O)N(C(C)C)C(C)C)cc(C)c1Br,-3,1,0.1,-5,3,-1,2,0.0,.,-3,3
CCC12C(=O)C(CC)(C(c3ccccc3)=C1c1ccccc1)[C@@H]1C(=O)N(c3ccccc3)C(=O)C12 (stereo partly specified),-6,5,0.0,-5,30,4,0,-1.1,-6,-3,12
COc1ccccc1/C=C/C=C1\Oc2c(ccc(O)c2CN2CCN(CCO)CC2)C1=O,16,17,-0.1,-31,-33,-22,9,-2.3,8,-2,-39
Nc1c(C(=O)Nc2ccc3c(c2)OCCO3)nnn1Cc1ccccc1Cl,-1,13,0.6,-3,-402,-146,-1,0.7,2,1,-297
Cc1cccc(C(=O)OCC(=O)N2CC(=O)Nc3ccccc32)c1C,-6,-15,0.5,-6,6,-16,0,-2.4,3,.,-7

# An excerpt of these results, tab-delimited:
smiles	Exocytosis inh	NR2E3 ag-1	aDG glyco up	CaV13 FRET inh	Peg3 promoter	TRPM1 prom inh	PDI turbidity	iPSC survival up	Vif inh	NR2E3 ag-2	HIF-2a block
COc1ccc(NC(=O)CO/N=C2\CCCc3nonc32)cc1	-2	3	-0.1	-5	-9	4	3	0.2	6	4	-16
CSc1ccc(CN2CCN(Cc3ccc([N+](=O)[O-])cc3)CC2)cc1	3	17	0.3	-4	18	4	9	-0.6	-7	0	7

# (more compounds)
SMILES,Exocytosis inh,NR2E3 ag-1,aDG glyco up,CaV13 FRET inh,Peg3 promoter,TRPM1 prom inh,PDI turbidity,iPSC survival up,Vif inh,NR2E3 ag-2,HIF-2a block
O=C(C[n+]1ccccc1)Nc1ccccc1C(=O)O,-2,-31,0.0,-5,-10,5,-4,1.5,.,-4,9
O=C(C[C@H]1C/C=C\CC[C@H](Cc2ccc(F)cc2)C(=O)OC[C@@H](Cc2c[nH]c3ccccc23)NC1=O)NCCO,-5,-16,0.0,-6,-1,-8,17,-1.8,-1,.,9
O=C(CNc1cccc2ccccc12)N/N=C/c1ccccn1,0,-21,-0.1,-5,6,.,-1,1.5,10,-1,3
CC1(C)CC(=O)C(C=NCC2CCN(C(=S)Nc3ccccc3)CC2)=C(O)C1,-5,15,0.0,-4,11,.,3,-0.8,-1,7,15
CCC(C)(C)n1nnnc1C(c1cc2cccc(C)c2[nH]c1=O)N1CCN(C(=O)c2ccco2)CC1 (stereo unspecified),12,-21,0.1,-3,10,-13,-9,-0.9,.,1,6
Cc1cc(Br)ccc1NC(=O)CN(C)C(=O)C1CCN(C(=O)c2ccc(Cl)cc2)CC1,-1,-28,0.2,-5,-9,-13,-1,-0.4,1,.,4
NNC(=O)c1cc2sccc2s1,1,-16,-0.2,6,14,8,1,-0.6,4,4,17
CCOc1ccc(S(=O)(=O)N(C(=O)c2ccco2)c2cc3sc(=O)oc3c3ccccc23)cc1,1,-36,11*,-6,20,8,10,-0.9,-11,-1,7
CCCCCCCn1ccc(=N)cc1,-2,18,0.7,-3,-26,37,0,0.8,4,1,-6
O=C(c1ccc(C(F)(F)F)cc1)C1CCCN(C(=O)c2cnccn2)C1 (stereo unspecified),4,15,0.4,-6,-8,6,0,-0.2,1,-5,-2
CC(C)NC(=O)NC(=O)CSc1nnc(-c2c[nH]c3ccccc23)o1,1,-9,-0.1,-2,-31,-10,-7,0.2,-4,1,-45
O=C(Cc1ccccc1)NCc1ccc(F)cc1,-3,-49,-0.2,-8,-79,-29,10,1.1,4,-3,-86
COC(=O)c1nnn(-c2nc(N(C)C)nc(N(C)C)n2)c1C,-7,-24,-0.1,-2,8,10,3,-0.5,9,-1,-4
CC(C)N1CCNCC1,-1,-3,0.0,-5,6,-3,2,-1.0,33,-1,9
O=C(CCl)N1N=C(c2ccco2)CC1c1ccco1 (stereo unspecified),-2,-29,0.7,-3,49,52,15,-0.6,-5,2,6
COc1ccc2c(-c3cc4ccc(OCc5ccc(F)cc5)cc4oc3=O)cc(=O)oc2c1,-8,-3,-0.4,-14,76*,32,-2,0.5,2,6,-41
COCCNc1nc(C)cc(-c2cc(-c3ccc(Cl)cc3)on2)n1,-2,-32,0.1,-5,-76,-49,-1,0.7,-1,1,-114
N#Cc1ccc(C(=O)NC23CC4CC(CC(C4)C2)C3)cc1,1,-3,-0.2,-3,13,-14,1,-0.1,-5,1,17
COc1ccc(S(=O)(=O)N2CCN(Cc3ccc4c(c3)OCO4)CC2)c2ccccc12,7,13,1.3,-5,9,19,.,0.5,-11,3,15
O=S(=O)(c1c(F)cccc1F)N1CCN(Cc2c(O)ccc3ccccc23)CC1,-3,-2,-0.1,-5,-9,14,11,-0.3,-2,9,15
CCCCNC(=O)c1cccc(S(=O)(=O)N2CC3(C)CC2CC(C)(C)C3)c1 (stereo unspecified),3,8,0.4,-2,40,17,5,1.1,-3,2,16
COCCNC(=S)Nc1cc(OC)c(NC(=O)c2ccco2)cc1OC,-1,9,0.2,-6,16,8,-6,-1.6,-7,3,20
COc1ccc(-c2sc3ccc(OC)cc3c2C#Cc2cncn2C)cc1,2,-9,0.9,-5,42,-8,6,-2.8,4,.,-23
Cn1c(C(=O)NCc2ccccn2)cc2c(=O)n(C)c3ccccc3c21,0,-12,0.0,-1,19,.,.,0.3,1,1,-10
Nc1nnnn1/N=C/c1cccc(Br)c1,6,-24,0.0,-4,16,-2,2,2.2,4,0,-4
O=S(=O)(Nc1cccc2nsnc12)c1ccccc1,3,-34,-0.2,-12,1,-6,0,-0.6,.,1,6
Cc1ccc(-n2cc(-c3ccccc3)c3c(=O)[nH]cnc32)cc1,-5,18,-0.3,-5,5,3,6,0.9,5,-2,1
Oc1c(C=Nc2ccccc2)sc(=S)n1Cc1ccccc1,11,-34,-0.3,-10,-46,-4,0,0.8,-6,2,-168
CN(Cc1ccccc1)S(=O)(=O)c1ccc(NC(=S)NC(=O)C(C)(C)C)cc1,4,-12,-0.1,-4,15,-13,3,0.2,-2,-2,19
C[C@H](CO)N1C[C@H](C)[C@@H](CN(C)Cc2ccc(C(=O)O)cc2)Oc2c(NC(=O)C3CC3)cccc2C1=O,1,-18,0.0,-6,-16,-6,12,-1.6,-3,.,12
O=C(COc1ccc2c3c(c(=O)oc2c1)CCCC3)NCCN1CCOCC1,0,19,0.0,.,-7,0,-13,0.5,-5,-1,0
O=C1c2ccccc2C(=O)N1CCc1c(-c2ccccc2)[nH]c2ccccc12,0,-53,-0.1,-6,31,7,-3,0.0,.,.,-57
CCC(C)N(C(=O)COC(=O)c1cc([N+](=O)[O-])ccc1N1CCOCC1)C1CCS(=O)(=O)C1 (stereo unspecified),-2,3,0.4,-6,-6,2,2,0.0,?,3,11
Fc1ccccc1C1CC(c2ccco2)=Nc2ccccc2S1 (stereo unspecified),29,-108,0.1,-19,-169,5,2,-0.5,-2,-4,-193
Cc1ccc(S(=O)(=O)N(C)C[C@H]2OCCCC[C@@H](C)Oc3ccc(N(C)C)cc3C(=O)N([C@H](C)CO)C[C@@H]2C)cc1,2,6,0.0,-9,-1,.,3,2.4,.,.,7
O=S(=O)(NCC(O)c1ccccc1)c1cc(Cl)sc1Cl (stereo unspecified),0,5,0.0,.,11,11,0,0.0,8,0,-3
CCc1cccc(NC(=O)COC(=O)c2cc([N+](=O)[O-])ccc2N2CCOCC2)c1,-1,-20,-0.1,-6,24,5,-15,0.6,-9,-2,8
COc1ccc(OC)c(C2=NOC(C(=O)Nc3cccnc3)C2)c1 (stereo unspecified),10,-9,0.0,-10,-1,-13,0,13,4,-2,-1
Nc1nc(Sc2ccc([N+](=O)[O-])cc2[N+](=O)[O-])n[nH]1,-5,-8,0.2,-3,9,17,2,0.4,-3,0,14
CCOC(=O)c1ccccc1NC1c2ccccc2C(=O)N1C1CCN(C(=O)OCC)CC1 (stereo unspecified),-2,-9,0.2,-7,11,-6,.,0.8,-7,5,12
CCN(CC(=O)Nc1c(F)cccc1F)C(=O)Cc1cccs1,-3,-25,-0.2,-5,1,-11,11,-0.5,-2,.,11

# Bioassay records deposited in PubChem BioAssay by several laboratories.
